PTAP TSG101 blk – blocks PTAP/TSG101 interaction to inhibit HIV-1 budding | Q99816 | Fluorescence polarization, FITC-PTAP peptide / Tsg101 binding | Potency, µM (series often up to 115 µM), for inactives: top-dose activity change, negative = inhibition, actives largely listed as inhibitors | 340,000 tested, under 10 active | AID 493005; active = well fitted inhibition curve with a large enough effect in the main read-out, with a control signal flat, not every such curve was filed as active; inconclusive = small, poorly fitted or top-dose-only effect, or effect the other way, or a change in a side signal; inactive = no such curve, though single readings can be large or run the other way; note: potency is the fitted concentration of half-maximal effect; % of control where 0% means no effect
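Compounds were pin-transferred onto Tsg101 binding domain (10 uM final) in HEPES pH 7.5 buffer, then FITC-PTAP peptide was added at 50 nM final. After 20 min at RT, polarization reported peptide displacement across a qHTS concentration series.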
MBNL1 CUG block – MBNL1-poly(CUG) RNA binding inhibition. Q9NR56. TR-FRET MBNL1-His/biotin-(CUG)12 binding, 665/545 ratio. Potency, µM (titrated, usually from 57.5 µM), without a hit: top-dose activity change, negative = inhibition, most hits filed as inhibitors. actives 0.036% (n = 280,000); active = well fitted inhibition curve with a large enough effect in the signal ratio, with a control signal flat, not every such curve was filed as active; inconclusive = small, poorly fitted or top-dose-only effect, or effect the other way, or a change in a side signal; inactive = no such curve, though single readings can be large or run the other way; the % refers to the signal ratio; note: potency is the fitted concentration of half-maximal effect; % is set by controls: 0 for no effect and ±100 for the full control effect
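TR-FRET readout: Ex 340 nm, 665/545 nm emission ratio, normalized to buffer-only (basal) and MBNL1-(CUG)12 controls. Complex of MBNL1-His with Biotin-(CUG)12, compounds 92 nM–58 uM, incubated 60 min at room temperature.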
MLL CXXC-DNA inh – MLL CXXC-DNA interaction inhibition; AID 2662; Potency, µM (doses to about 115 µM), without a hit: at the top dose activity change, negative = inhibition, usual class: inhibitors; MLL-CXXC / FITC-HOXA9 DNA fluorescence polarization; actives 0.037% (n = 290,000); Q03164; active = well fitted inhibition curve with a large enough effect in the polarisation, with a control signal flat, not every such curve was filed as active; inconclusive = small, poorly fitted or top-dose-only effect, or effect the other way, or a change in a side signal; inactive = no such curve, though single readings can be large or run the other way; the % refers to the polarisation; note: potency is the fitted concentration of half-maximal effect
Target sequence (Q03164 whole entry, looked up): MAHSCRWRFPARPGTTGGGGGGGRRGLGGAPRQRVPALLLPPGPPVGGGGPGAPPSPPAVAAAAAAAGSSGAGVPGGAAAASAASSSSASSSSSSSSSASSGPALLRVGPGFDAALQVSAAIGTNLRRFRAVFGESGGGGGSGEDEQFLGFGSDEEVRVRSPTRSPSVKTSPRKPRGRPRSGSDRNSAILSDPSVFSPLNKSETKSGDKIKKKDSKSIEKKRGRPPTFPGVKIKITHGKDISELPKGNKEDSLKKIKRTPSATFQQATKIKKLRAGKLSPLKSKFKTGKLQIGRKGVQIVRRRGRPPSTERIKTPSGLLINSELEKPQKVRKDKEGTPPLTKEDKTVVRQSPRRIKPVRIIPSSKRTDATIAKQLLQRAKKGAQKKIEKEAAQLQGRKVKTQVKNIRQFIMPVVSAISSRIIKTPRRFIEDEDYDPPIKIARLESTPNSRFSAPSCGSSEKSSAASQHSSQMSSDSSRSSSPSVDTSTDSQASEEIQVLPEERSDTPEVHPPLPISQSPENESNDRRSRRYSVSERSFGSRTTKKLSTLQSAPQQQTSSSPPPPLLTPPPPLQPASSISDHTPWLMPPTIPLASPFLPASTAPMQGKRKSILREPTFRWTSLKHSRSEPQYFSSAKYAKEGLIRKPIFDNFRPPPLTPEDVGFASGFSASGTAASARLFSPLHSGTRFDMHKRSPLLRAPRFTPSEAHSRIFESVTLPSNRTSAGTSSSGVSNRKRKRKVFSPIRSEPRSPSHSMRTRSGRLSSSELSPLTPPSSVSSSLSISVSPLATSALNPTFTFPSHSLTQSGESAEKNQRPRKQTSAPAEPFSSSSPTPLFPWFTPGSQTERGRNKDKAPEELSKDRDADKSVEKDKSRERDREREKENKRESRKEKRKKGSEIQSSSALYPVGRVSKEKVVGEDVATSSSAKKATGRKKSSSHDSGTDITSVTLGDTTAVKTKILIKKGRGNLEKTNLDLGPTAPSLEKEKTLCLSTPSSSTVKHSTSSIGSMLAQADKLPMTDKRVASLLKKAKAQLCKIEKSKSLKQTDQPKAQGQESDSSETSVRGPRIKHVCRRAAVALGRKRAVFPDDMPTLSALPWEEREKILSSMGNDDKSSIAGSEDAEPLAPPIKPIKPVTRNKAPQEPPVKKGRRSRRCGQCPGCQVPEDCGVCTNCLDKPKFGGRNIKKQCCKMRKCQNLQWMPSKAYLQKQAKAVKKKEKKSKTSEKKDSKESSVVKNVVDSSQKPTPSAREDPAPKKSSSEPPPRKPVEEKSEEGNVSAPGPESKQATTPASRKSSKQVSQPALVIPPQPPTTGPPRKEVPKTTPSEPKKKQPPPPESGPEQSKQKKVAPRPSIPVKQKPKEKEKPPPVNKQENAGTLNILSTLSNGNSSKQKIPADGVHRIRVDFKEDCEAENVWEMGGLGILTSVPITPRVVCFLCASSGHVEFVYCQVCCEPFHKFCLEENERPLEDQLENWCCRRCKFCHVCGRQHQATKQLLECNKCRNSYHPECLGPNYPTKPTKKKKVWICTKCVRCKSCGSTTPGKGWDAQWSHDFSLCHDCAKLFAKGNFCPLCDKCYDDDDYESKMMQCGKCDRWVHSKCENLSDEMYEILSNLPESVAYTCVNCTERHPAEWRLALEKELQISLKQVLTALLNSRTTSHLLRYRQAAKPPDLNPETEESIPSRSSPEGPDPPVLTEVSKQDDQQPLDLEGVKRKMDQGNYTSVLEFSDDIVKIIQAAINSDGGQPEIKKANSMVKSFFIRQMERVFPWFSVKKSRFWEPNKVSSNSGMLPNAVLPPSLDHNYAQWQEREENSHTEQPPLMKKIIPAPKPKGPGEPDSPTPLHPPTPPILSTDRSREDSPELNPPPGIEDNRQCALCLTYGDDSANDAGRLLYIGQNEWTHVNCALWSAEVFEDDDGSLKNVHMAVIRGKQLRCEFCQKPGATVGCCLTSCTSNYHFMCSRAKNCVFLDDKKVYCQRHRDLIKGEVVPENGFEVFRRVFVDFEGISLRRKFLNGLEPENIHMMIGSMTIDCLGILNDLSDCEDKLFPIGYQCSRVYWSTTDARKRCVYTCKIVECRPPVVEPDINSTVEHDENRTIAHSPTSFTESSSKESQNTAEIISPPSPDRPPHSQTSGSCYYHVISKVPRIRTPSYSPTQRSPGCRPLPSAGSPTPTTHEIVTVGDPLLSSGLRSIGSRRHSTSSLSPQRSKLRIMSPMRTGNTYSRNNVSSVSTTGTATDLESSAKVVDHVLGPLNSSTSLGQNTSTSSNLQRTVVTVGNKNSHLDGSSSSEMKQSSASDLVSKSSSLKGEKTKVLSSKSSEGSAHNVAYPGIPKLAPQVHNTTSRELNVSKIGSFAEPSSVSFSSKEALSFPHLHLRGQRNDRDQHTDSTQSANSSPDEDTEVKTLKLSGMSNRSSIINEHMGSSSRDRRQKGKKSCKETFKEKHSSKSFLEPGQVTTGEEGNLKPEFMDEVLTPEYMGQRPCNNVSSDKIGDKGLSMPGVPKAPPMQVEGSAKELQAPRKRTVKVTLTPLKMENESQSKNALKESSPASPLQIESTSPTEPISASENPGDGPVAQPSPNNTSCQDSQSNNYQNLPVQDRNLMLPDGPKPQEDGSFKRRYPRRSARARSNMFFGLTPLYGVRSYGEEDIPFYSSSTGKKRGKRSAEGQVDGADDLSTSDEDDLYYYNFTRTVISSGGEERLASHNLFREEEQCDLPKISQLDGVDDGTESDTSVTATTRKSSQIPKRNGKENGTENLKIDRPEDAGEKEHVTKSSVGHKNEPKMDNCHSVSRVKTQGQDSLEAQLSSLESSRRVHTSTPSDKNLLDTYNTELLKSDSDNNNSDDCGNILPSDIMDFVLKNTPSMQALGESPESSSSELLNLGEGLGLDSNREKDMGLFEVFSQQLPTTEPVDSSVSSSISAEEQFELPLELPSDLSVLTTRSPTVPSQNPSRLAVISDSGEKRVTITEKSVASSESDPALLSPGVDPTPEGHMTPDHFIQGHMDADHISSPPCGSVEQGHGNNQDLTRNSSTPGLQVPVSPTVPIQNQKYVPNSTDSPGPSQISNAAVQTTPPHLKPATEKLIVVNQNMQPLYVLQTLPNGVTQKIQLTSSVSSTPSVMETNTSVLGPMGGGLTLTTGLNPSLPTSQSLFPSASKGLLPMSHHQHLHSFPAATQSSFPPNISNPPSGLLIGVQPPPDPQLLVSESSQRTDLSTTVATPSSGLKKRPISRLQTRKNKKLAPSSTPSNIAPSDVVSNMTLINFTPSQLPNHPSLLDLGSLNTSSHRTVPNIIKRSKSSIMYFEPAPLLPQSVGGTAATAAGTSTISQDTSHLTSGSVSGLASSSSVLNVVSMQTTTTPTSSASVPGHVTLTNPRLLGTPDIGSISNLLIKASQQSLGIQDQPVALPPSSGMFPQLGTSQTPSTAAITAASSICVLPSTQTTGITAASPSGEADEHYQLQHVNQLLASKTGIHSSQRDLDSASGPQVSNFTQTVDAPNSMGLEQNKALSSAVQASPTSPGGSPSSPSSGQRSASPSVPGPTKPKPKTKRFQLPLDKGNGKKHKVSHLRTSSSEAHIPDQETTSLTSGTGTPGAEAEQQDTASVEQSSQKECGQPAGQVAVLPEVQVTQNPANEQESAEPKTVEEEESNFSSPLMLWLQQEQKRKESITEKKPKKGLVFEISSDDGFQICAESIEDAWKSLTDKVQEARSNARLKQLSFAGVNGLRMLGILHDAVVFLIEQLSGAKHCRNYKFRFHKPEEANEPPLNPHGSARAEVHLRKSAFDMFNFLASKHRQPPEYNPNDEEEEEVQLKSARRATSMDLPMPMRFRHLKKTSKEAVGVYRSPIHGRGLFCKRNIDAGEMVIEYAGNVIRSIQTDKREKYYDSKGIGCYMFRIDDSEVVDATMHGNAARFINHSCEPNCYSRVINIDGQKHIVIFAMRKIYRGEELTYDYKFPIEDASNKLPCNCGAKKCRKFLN
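Purified MLL-CXXC (added from a 7 uM solution) was preincubated 5 min at ambient with pinned compounds in 50 mM Tris-HCl pH 7.5, 50 mM NaCl, 1 mM DTT, 0.05% BSA. Fluorescein-labeled HOX-A9 DNA (50 nM solution) followed, 30 min, then polarization read.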
Integrin act MD – activators of alpha7 integrin expression for muscular dystrophy. alpha7betagal myoblasts, beta-gal FDG fluorescence, 48 h. Potency, µM (doses to about 38.3 µM), without a hit: at the highest dose activation, most hits filed as activators. actives 0.064% (n = 350,000);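 note: potency is the fitted concentration of half-maximal effect; 100% = response of the positive control SU9516; nearly all actives have a fitted effect of over 60% in size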
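alpha7betagal+/- myoblasts (passage 13, 250/well) treated 48 h at 37C with compounds at 1:260 dilution of DMSO stock. Lysed, then beta-galactosidase activity read as FDG fluorescence (ex 480/em 540) after 30 min, with pre-read for autofluorescence.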
S-ASM inh – blocks human secretory acid sphingomyelinase; placental ASM, HMU-PC fluorogenic substrate, 60 min; P17405; Potency, µM (top dose mostly 57.5 µM), inactives show at the highest dose activity change, negative = inhibition, usual class: inhibitors; actives 0.006% (n = 340,000); note: potency is the fitted concentration of half-maximal effect
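Human placenta-derived ASM preincubated with compound 10 min at room temperature, then reacted with 9 uM (final) fluorogenic HMU-PC substrate for 60 min at 37 C. Stop solution raises pH to 10; fluorescence read at Ex 386/Em 447 nm.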
Menin MLL FP TR – inhibitors of human menin-MLL interaction, mutant MLL peptide. Potency, µM (titrated, usually from 61.6 µM), for the others: at the top dose FP activity change, negative = inhibition, usual class: inhibitors. O00255. Menin + Texas Red MLL mutant peptide, fluorescence polarization. actives 0.23% (n = 270,000); active = well fitted inhibition curve with a large enough effect in the polarisation, with a control signal flat, not every such curve was filed as active; inconclusive = small, poorly fitted or top-dose-only effect, or effect the other way, or a change in a side signal; inactive = no such curve, though single readings can be large or run the other way; the % refers to the polarisation; note: potency is the fitted concentration of half-maximal effect; % of control where 0% means no effect; many of its hits are not listed in these tables
A-T KAP1 phos – candidate therapy for ataxia-telangiectasia | […] A-T fibroblasts, KAP-1 phosphorylation AlphaLISA; neocarzinostatin DNA damage 30 min before lysis | Potency, µM (doses to about 57.5 µM), inactives show top-dose activation, usual class: activators | actives 0.19% (n = 320,000); note: potency is the fitted concentration of half-maximal effect; % of control where 0% means no effect; nearly all actives have a fitted effect of over 45% in size
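hTERT-immortalized A-T patient fibroblasts ([…]), 500 cells/well in OPTI-MEM, 1% FBS, got compounds for 60 min, then NCS for 30 min at 37C. Lysates were then assayed for phospho-KAP-1 by AlphaLISA (anti-pKAP1 donor, anti-KAP1 acceptor beads), 6 hr at 25C.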
TSHR antag – antagonists of human thyroid stimulating hormone receptor; TSHR-expressing cells, TSH-stimulated cAMP HTRF, 2 h; stronger effect = lower value; activity change, negative = inhibition, % at 11.5 µM; actives 0.2% (n = 330,000); P16473;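 active = activity change below a set negative limit, meaning inhibition stronger than a set level, cut at about -70% in these data; inconclusive = activity change between two set negative limits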; note: % is set by controls: 0 for no effect and ±100 for the full control effect
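TSHR-expressing cells, 200/well, pre-treated with compound, then stimulated with EC80 TSH (4nM final) for 2 hours at 37 deg C. cAMP measured by competitive HTRF: anti-cAMP cryptate antibody in lysis buffer plus cAMP-d2, read after 30 minutes at room temperature.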
Mito fusion yeast – mitochondrial division inhibition or fusion activation; S. cerevisiae fusion-defective mutant growth rescue, CellTiterGlo 48 h; AID 485298; Potency, µM (top dose mostly 46.1 µM), for inactives: at the highest dose growth rescue (activation), hits mostly activators; actives 0.23% (n = 320,000);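 note: potency is the fitted concentration of half-maximal effect; % of control where 0% means no effect; nearly all actives have a fitted effect of over 45% in size; temperature-sensitive fusion mutants such as fzo1-1 at 37 °C on non-fermentable ethanol glycerol medium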
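Compounds are tested for their ability to restore growth of mitochondrial fusion-defective yeast strains at non-permissive 37C in YPEG medium over 48 hours. Viability is quantified by luciferase luminescence.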
TCR activator – activates T cell receptor signaling. primary human leukocytes, anti-CD3, IL-2 HTRF, 48 h. Potency, µM (titrated, usually from 9.22 µM), for inactives: at the top dose activation of IL-2 secretion, most hits filed as activators. 330,000 tested, under 10 active. AID 504894; note: % of control where 0% means no effect
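IL-2 release read by HTRF sandwich (Eu cryptate donor, d2 acceptor, 665 nm emission) after 48 hr exposure of primary human leukocytes to compound together with anti-CD3 beads in the absence of co-stimulatory signals.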
The depositor's hits bear a star; u = inconclusive; x = not tested or not shown; [ ] = another dose, or the depositor's remark. Unless noted, calls come from the whole dose curve; as a rule, active = well fitted curve in the direction sought with a large enough effect; inconclusive = small, poorly fitted or top-dose-only effect, or another doubt; inactive = no such curve, though single readings can be large; an effect the other way counts as inactive or inconclusive. This is a subset; rates above refer to the full screens.

SMILES	PTAP TSG101 blk	MBNL1 CUG block	MLL CXXC-DNA inh	Integrin act MD	S-ASM inh	Menin MLL FP TR	A-T KAP1 phos	TSHR antag	Mito fusion yeast	TCR activator
C=CCOc1ccc(/C=C/C(=O)N2CCCN(S(=O)(=O)c3c(C)noc3C)CC2)cc1	-1%	x	x	-3%	-1%	x	0%	-10	-2%	-5%
C=CCNC(=S)Nc1ccc(C)c(S(=O)(=O)N2CCCCC2)c1	-1%	2%	-7%	17%	0%	23%	0%	-11	18%	x
CC(=O)c1cc(CC(=O)N2CCc3c([nH]c4ccccc34)C2c2ccccn2)cs1 (configuration not stated)	0%	32%[activator]	-1%	10%	-3%	5%	-1%	-7	11%	-5%
c1ccc(-n2nnnc2NCCc2c[nH]c3ccccc23)cc1	-2%	-2%	1%	-9%	-3%	u	8%	-6	5%	x
O=C(Nn1cnnc1)c1cc2cc(Br)ccc2oc1=O	-5%	u	16%	-10%	2%	2%	6%	15	2%	-4%
CCOC(=O)c1[nH]c(C)c(C(=O)OCC(=O)NC(C)c2ccc(F)cc2)c1C (configuration not stated)	0%	x	x	-15%	-4%	x	9%	-25	-1%	x
COc1ccc(-c2nn(-c3ccccc3)cc2CNC(=O)c2cccc([N+](=O)[O-])c2)cc1	-2%	5%	-8%	-30%	-6%	10%	0%	1	11%	0%[46.1 µM]
CCOc1ccc2nc(SCC(=O)NCc3ccco3)sc2c1	1%	-7%	0%	-2%	-3%	6%	-4%	-2	-5%	0%
Cn1cc(C(=O)Nc2ccc3c(c2)CCC3)cn1	-1%	-16%[11.5 µM]	6%	2%	1%	2%	0%	24	-23%	0%[46.1 µM]
CC(OC(=O)c1nc(Cl)ccc1Cl)C(=O)Nc1ccccc1F (configuration not stated)	-3%	x	x	-14%	-2%	x	2%	11	-7%	4%
O=C1CC(N(Cc2ccc3c(c2)OCO3)C(=O)Nc2ccc(F)cc2)C(=O)N1c1ccccc1 (configuration not stated)	-9%	-3%	4%	-25%	-6%	30%[activator]	0%	1	-2%	x
CCCn1nnnc1-c1cc(Cl)cc(Cl)c1	-4%	-1%	-3%	-11%[7.66 µM]	-3%	-10%	4%	-5	3%	x
O=C(COc1ccc(-n2cnnn2)cc1)Nc1cccc(Cl)c1Cl	-2%	4%	-8%	-5%	-17%	x	9%	3	-6%	-1%
Cc1ccccc1SCC(=O)Nc1ccc(N2CCOCC2)cc1	-3%	-9%	17%	6%	3%	u	-1%	-5	3%	3%
Cc1ccccc1NC(=O)Cc1nc(COC(=O)c2cccc(C)c2O)cs1	0%	0%	-1%	-26%	-1%	x	4%	10	1%	-1%
Cc1cc(NC(=O)CN2C(=O)NC(C)(CC(C)C)C2=O)no1 (configuration not stated)	-1%	x	x	12%	1%	x	9%	x	x	-6%
O=C(Nc1ccccc1)c1ccccc1NC(=O)C1CCCCC1	-3%	4%	7%	-37%	-8%	17%	3%	17	8%	-4%
CCn1c(SCC(=O)Nc2cc(C)on2)nnc1-c1cccnc1	-2%	6%	-14%	-36%	2%	0%	0%	20	-3%	0%
O=C(COc1ccc([N+](=O)[O-])cc1Cl)N1CCc2ccccc21	3%	x	x	9%	-5%	x	0%	x	x	-8%
CC(C)(C)OC(=O)N[C@@H](Cc1ccccc1)c1nnc(SCC(=O)O)o1	-2%	0%	-4%	0%	0%	2%	16%	-8	0%	0%

No new results follow: entries from further up.
SMILES	PTAP TSG101 blk	MBNL1 CUG block	MLL CXXC-DNA inh	Integrin act MD	S-ASM inh	Menin MLL FP TR	A-T KAP1 phos	TSHR antag	Mito fusion yeast	TCR activator
O=C(COc1ccc([N+](=O)[O-])cc1Cl)N1CCc2ccccc21	3%	x	x	9%	-5%	x	0%	x	x	-8%
CC(C)(C)OC(=O)N[C@@H](Cc1ccccc1)c1nnc(SCC(=O)O)o1	-2%	0%	-4%	0%	0%	2%	16%	-8	0%	0%

(listing goes on)
SMILES	PTAP TSG101 blk	MBNL1 CUG block	MLL CXXC-DNA inh	Integrin act MD	S-ASM inh	Menin MLL FP TR	A-T KAP1 phos	TSHR antag	Mito fusion yeast	TCR activator
O=C(O)CSc1c2c(nc3cc(C(=O)N4CCCC4)ccc13)CCCC2	-7%	u	14%	9%	-1%	2%	0%	9	1%	5%
COc1cc(OC)c(NC2c3ccccc3C(=O)N2c2cc(C)ccn2)cc1Cl (configuration not stated)	-2%	2%	-4%	-9%	-1%	-22%	4%	-15	4%	-2%[46.1 µM]
COc1ccc(/C(N)=N/OC(=O)c2cccs2)cc1	-5%	-5%	2%	8%	2%	x	-6%	9	4%	3%
C=CCC(NCc1ccco1)c1ccc(OC)c(OC)c1 (configuration not stated)	-5%	-1%	0%	-4%	4%	3%	x	-8	-1%	-4%
COc1ccc(C2CC(c3ccc(Br)cc3)=NN2C(=O)c2cccnc2)cc1 (configuration not stated)	0%	15%	7%	-1%	-6%	-4%	-2%	-7	18µM*	3%[46.1 µM]
O=C(NC(Nc1ncccn1)C(=O)c1ccccc1)c1ccccc1 (configuration not stated)	0%	-26%	23%	1%	6%	-8%	14%	10	23%	5%
CN1CCN(/N=C/c2ccc(-c3ccccc3)cc2)CC1	-1%	4%	3%	13%	-2%	-2%	3%	20	-1%	3%
Cc1cn(C(C)C)c(=O)n(-c2ccccc2)c1=O	0%	x	x	13%	3%	x	x	x	x	-1%
COc1ccc(OCCCC(=O)Nc2ncn[nH]2)cc1	-1%	-13%	23%	9%	0%	4%	-1%	-1	-8%	0%
Cc1cc(C)c2nc(SCC(=O)N3CC(=O)Nc4ccccc43)c(C#N)cc2c1	-5%	25%	50%[activator]	13%	15%	-5%	x	-14	5%	-4%[46.1 µM]
O=C1COc2ccc(C(=O)CSc3nc4ccccc4c(=O)n3-c3ccc(Cl)c(Cl)c3)cc2N1	0%	-7%	8%	-68%[inhibitor]	-4%	-24%	9%	-8	3%	3%
O=C(Cn1cc([N+](=O)[O-])cn1)NCCc1c[nH]c2ccccc12	0%	17%	11%	12%	-1%	16%	-1%	4	-16%	5%
COc1c(C(C)C)cc(NC(C)=O)cc1C(C)C	-3%	5%	11%	-20%	-2%	x	1%	5	5%	-5%
CCOC(=O)c1cc2c(ccn2C)n1CC(=O)N(C)C	-1%	u	-5%	5%	5%	8%	14%	6	8%	1%
C=CCSC1=N/C(=C\C=C\c2ccco2)C(=O)S1	0%	1%	0%	-6%	-22%	12%	-13%	8	2%	-5%
S=C(NCCN1CCOCC1)Nc1cccc(Cl)c1	-3%	-8%[11.5 µM]	16%	6%	3%	3%	2%	-6	-12%	2%[46.1 µM]
COc1ccc(S(=O)(=O)N(C)Cc2ccc3c(c2)OCCO3)cc1	0%	x	x	-20%	-3%	x	0%	-6	12%	-4%
O=C(/C=C/c1ccccc1)Nc1ccc2c(c1)OCCO2	0%	9%	u	12%	2%	u	-4%	-15	-3%	-2%
O=C(NC1CCCC1)C(c1ccc(Cl)cc1)N(C(=O)c1csnn1)C1CC1 (configuration not stated)	-7%	3%	-15%	-15%	1%	-3%	1%	-11	12%	7%
Cc1ccc(C)c(S(=O)(=O)N2CCN(C(=O)c3sccc3C)CC2)c1	-6%	x	x	7%	2%	x	1%	-10	12%	0%
COC(=O)CSc1nc(NC(C)C)nc(N(C)C)n1	-5%	-10%	4%	-9%	2%	4%	-2%	6	11%	-5%
CCCc1[nH]nc2c1C(/C(C)=C/c1ccccc1)C(C#N)=C(N)O2 (configuration not stated)	-5%	8%	3%	-51%[inhibitor]	-4%	24%	1%	-9	-2%	2%
Cc1ccc(-c2nc(Nc3ccc(O)cc3)c3ccccc3n2)cc1	0%	-2%	-1%	13%	-10%	u	0%	3	17%	-2%

Single records, from the list above. Order of screens: PTAP TSG101 blk	MBNL1 CUG block	MLL CXXC-DNA inh	Integrin act MD	S-ASM inh	Menin MLL FP TR	A-T KAP1 phos	TSHR antag	Mito fusion yeast	TCR activator
O=C(Cn1cc([N+](=O)[O-])cn1)NCCc1c[nH]c2ccccc12 as listed: 0%	17%	11%	12%	-1%	16%	-1%	4	-16%	5%
COC(=O)CSc1nc(NC(C)C)nc(N(C)C)n1 as listed: -5%	-10%	4%	-9%	2%	4%	-2%	6	11%	-5%

Source: PubChem BioAssay (National Center for Advancing Translational Sciences (NCATS))
